M5 PAM – human M5 muscarinic receptor positive allosteric modulators, primary screen, CHO-K1 cells, Fluo-8 calcium fluorescence; Muscarinic acetylcholine receptor M5 (Homo sapiens), P08912; CHO-K1 hM5, ACh EC20 PAM; 0% = ACh EC20, 100% = ACh EC100; activation, % at 3 µM; 360,000 tested, 0.3% active; AID 624038, 2012;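 active = activation above the run cutoff, the mean activation of all test compounds plus 3 SD, cut at about 18% in these data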
Target sequence (P08912 whole entry, looked up): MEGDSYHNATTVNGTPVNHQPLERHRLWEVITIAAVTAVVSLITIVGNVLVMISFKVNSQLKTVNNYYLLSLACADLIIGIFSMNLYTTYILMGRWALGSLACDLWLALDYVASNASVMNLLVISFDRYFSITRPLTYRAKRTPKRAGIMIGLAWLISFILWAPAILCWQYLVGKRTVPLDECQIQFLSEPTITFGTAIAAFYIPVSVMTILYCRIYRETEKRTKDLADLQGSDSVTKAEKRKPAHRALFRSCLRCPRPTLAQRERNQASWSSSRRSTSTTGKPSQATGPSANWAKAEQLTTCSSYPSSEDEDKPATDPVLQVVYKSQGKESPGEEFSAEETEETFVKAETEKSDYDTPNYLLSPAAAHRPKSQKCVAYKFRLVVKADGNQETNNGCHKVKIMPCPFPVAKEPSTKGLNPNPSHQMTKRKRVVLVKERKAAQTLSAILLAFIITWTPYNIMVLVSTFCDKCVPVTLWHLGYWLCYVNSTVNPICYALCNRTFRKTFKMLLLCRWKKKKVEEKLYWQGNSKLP
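Replicates: One well per compound, no replicates | System: Human M5 receptor in CHO-K1 cells | Benchmarks: Low control EC20 acetylcholine (0%), high control EC100 acetylcholine (100%) | Probe or stimulus: Acetylcholine, EC20 level | Times: Fluo-8 loading 80 min at 37 °C plus 30 min room temperature | Signal: Intracellular calcium via Fluo-8 fluorescence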
CHRM5 agonist – human M5 muscarinic receptor agonists, primary screen, CHO-K1 cells, Fluo-8 calcium fluorescence; Muscarinic acetylcholine receptor M5 (Homo sapiens), P08912; CHO-K1 hM5 cells; 0% DMSO wells, 100% maximal acetylcholine response; activation, % at 3 µM; 360,000 tested, 0.19% active; AID 624037, 2012;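 active = activation above the run's mean over test compounds plus 3 SD, cut at about 23% in these data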;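 note: signal is peak over basal fluorescence ratio across the kinetic read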
M5 antag – human M5 muscarinic receptor antagonists, primary screen, CHO cells, Fluo-8 calcium fluorescence. inhibition, % at 3 µM. CHO-hM5 cells, ACh EC80. 360,000 tested, 0.59% active. AID 624040, 2012;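 active = inhibition above a per-plate cutoff, the mean of that plate's test compounds plus 3 SD, cut at about 27% in these data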;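 note: 0% = acetylcholine EC80 with DMSO and 100% = DMSO without agonist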
M4 ag – human M4 muscarinic receptor agonists, primary screen, CHO-K1 cells, Fluo-8 calcium fluorescence; Muscarinic acetylcholine receptor M4 (Homo sapiens), P08173; CHO-K1 hM4/Gqi5; vehicle 0%, full acetylcholine response 100%; activation, % at 3 µM; 360,000 tested, 0.14% active;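 active = activation above the run mean over all test wells plus 3 SD, cut at about 32% in these data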;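 note: peak over basal fluorescence ratio per well then scaled between controls; 0% = DMSO wells and 100% = acetylcholine at EC100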
Target sequence (P08173 whole entry, looked up): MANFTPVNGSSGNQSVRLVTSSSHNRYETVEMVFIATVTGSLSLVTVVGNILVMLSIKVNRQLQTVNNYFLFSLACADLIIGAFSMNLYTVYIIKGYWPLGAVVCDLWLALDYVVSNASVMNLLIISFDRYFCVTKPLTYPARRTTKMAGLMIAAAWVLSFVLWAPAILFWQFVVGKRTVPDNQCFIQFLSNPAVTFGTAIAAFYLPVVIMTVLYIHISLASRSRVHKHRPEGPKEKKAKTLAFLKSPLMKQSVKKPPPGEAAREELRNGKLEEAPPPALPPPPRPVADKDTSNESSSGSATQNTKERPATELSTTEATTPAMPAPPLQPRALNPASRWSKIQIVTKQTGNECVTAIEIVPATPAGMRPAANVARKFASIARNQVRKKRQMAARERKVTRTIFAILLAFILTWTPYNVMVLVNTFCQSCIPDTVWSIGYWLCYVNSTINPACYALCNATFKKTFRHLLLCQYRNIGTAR
CHRM4 antagonist – human M4 muscarinic receptor antagonists, primary screen, CHO cells, Fluo-8 calcium fluorescence | Muscarinic acetylcholine receptor M4 (Homo sapiens), P08173 | CHO-hM4 cells, ACh EC80 | inhibition, % at 3 µM | 360,000 tested, 0.73% active | AID 624125, 2012;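 active = inhibition above its plate's cutoff, the mean inhibition of sample wells plus 3 SD, cut at about 27% in these data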;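 note: 0% = acetylcholine EC80 with DMSO and 100% = DMSO without agonist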
CHRM4 PAM – human M4 muscarinic receptor positive allosteric modulators, primary screen, CHO-K1 cells, Fluo-8 calcium fluorescence; 360,000 tested, 0.4% active; activation, % at 3 µM; Muscarinic acetylcholine receptor M4 (Homo sapiens), P08173; CHO-K1 hM4/Gqi5, ACh EC20; 0% = ACh EC20, 100% = maximal ACh;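 active = activation above its plate's cutoff, the mean activation of sample wells plus 3 SD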; note: some results filed as inactive read as strong as hits
CHO-K1 Ca antag – counter-screen for M1 antagonists: effect in parental CHO-K1 cells. ATP-induced calcium, Fluo-8 fluorescence. inhibition, % at 3 µM. 360,000 tested, 0.6% active;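 active = inhibition above a per-plate cutoff, the plate's mean sample inhibition plus 3 SD, cut at about 24% in these data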;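 note: 0% = DMSO plus EC80 ATP and 100% = DMSO alone without ATP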
M1 ag parental – counter-screen for M1 agonists: effect in parental CHO-K1 cells | 360,000 tested, 0.48% active | Fluo-8 calcium fluorescence; scaled to maximal ATP response, vehicle zero | activation, % at 3 µM; in the data active = activation above about 15%;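 note: untransfected CHO-K1 host cells lacking M1 receptor as counterscreen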
M1 PAM parental – nonselective calcium activators in parental CHO-K1 cells, primary screen, counter-screen for M1 PAM project, cell-based, Fluo-8 calcium fluorescence, full deck, 1536-well; ATP EC20; 0% at ATP EC20, 100% at ATP max; activation, % at 3 µM; 360,000 tested, 0.02% active; AID 602247, 2012;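 active = activation above the run cutoff, the mean activation of all test compounds plus 3 SD, cut at about 40% in these data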;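 note: peak over basal fluorescence ratio in a 140 s read after ATP addition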
* hit, by the source's call. Outcome played no part in choosing rows. About 2.7% of those tested had a hit in this group.

SMILES	M5 PAM	CHRM5 agonist	M5 antag	M4 ag	CHRM4 antagonist	CHRM4 PAM	CHO-K1 Ca antag	M1 ag parental	M1 PAM parental
COc1ccc(-n2cnc3scc(-c4ccccc4)c3c2=O)cc1	-5	1	1	2	7	-7	-11	1.3	22
CCOc1cc(/C=C2/C(=O)N(c3ccccc3)N=C2C)ccc1OC(=O)c1ccco1	0	2	3	0	-3	2	18	0.0	-6
COc1ccccc1/C=C1\SC(=S)N(CCC(=O)NCCc2ccc(O)cc2)C1=O	0	-1	12	2	-1	-4	-2	5.1	13
O=C(NCCc1ccccc1)Nc1cccc(Cl)c1	-13	1	12	6	2	-8	0	4.6	7
Cc1ccc2c(c1)C(c1ccc(F)cc1)N(C(=O)c1ccccc1Br)CC(=O)N2 (stereo unspecified)	-3	1	2	14	66*	-18	-9	4.0	12
COc1ccc(CCNC(=O)C2CCN(Cc3nc(-c4ccccc4F)oc3C)CC2)cc1OC	0	5	-2	0	-7	29	6	-0.3	7
CCc1ccccc1N1CC(C(=O)N2Cc3ccccc3CC2C(N)=O)CC1=O (stereo unspecified)	1	1	4	0	3	-1	-9	-0.5	-5
O=S1(=O)CC2NC(=S)N(c3cccc(Br)c3)C2C1 (stereo unspecified)	-9	-6	8	0	-9	1	0	-0.2	-16
CC(C)(C)C(=O)NC(=S)Nc1cc(C(=O)O)ccc1Cl	7	-2	-18	-1	-2	2	-10	-0.2	18
CC(C)(C)C(=O)Nc1ccccc1C(=O)Nc1cccnc1	4	0	0	0	0	4	-4	0.4	-1
COc1ccc(C(=O)CSc2nnc(CNC(=O)c3ccc(OC)c(OC)c3)n2C)cc1	0	-1	-1	0	12	11	4	0.1	7
O=C(NC1CCCCC1)c1cccnc1C(=O)O	0	-3	4	1	-4	1	-14	0.7	27
CN(C)C(=O)c1ccc(Cc2cn(C)c3ccccc23)nc1	-2	2	-1	1	-7	4	-9	0.3	12
CC1(C(=O)NCc2ccccc2Br)CCN1Cc1ccccc1OC(F)F (stereo unspecified)	-9	-3	11	0	5	-8	-2	0.1	-10
COc1cc(/C=N\N=C2/SC(CC(=O)O)C(=O)N2c2ccc(O)cc2)ccc1O (stereo unspecified)	-4	2	2	1	0	-6	-19	0.5	6
Cc1ccccc1CN1CCN(C/C=C/c2ccccc2)CC1	-4	-6	-18	0	-16	-7	-6	0.4	12
Cc1cc(C)c(NC(=O)C2CCC(=O)N2)c(C)c1 (stereo unspecified)	1	-2	3	2	5	15	-18	0.9	26
Cc1ncc(CSc2nc3ccccc3[nH]2)c(N)n1	3	-5	5	1	2	-2	-10	4.2	20
Cc1cc(NC(=O)COC(=O)c2ccccc2NCCO)no1	7	2	-3	1	-7	1	-1	-0.2	-9
CCN1c2ccccc2N(C)C1(C)c1ccccc1 (stereo unspecified)	-3	-4	4	1	9	1	5	0.9	8
CCOC(=O)C1=C(N)Oc2cc(C)n(CCc3ccc(OC)c(OC)c3)c(=O)c2C1c1cccnc1 (stereo unspecified)	-10	0	4	5	-15	12	1	2.8	6
N#CC(c1ccccc1)C(CC(=O)c1ccccc1)c1ccccc1 (stereo unspecified)	-6	-2	1	2	-2	-9	-14	1.1	-4
C=CCc1cc(Cl)ccc1OCCOCCNC(C)CC (stereo unspecified)	-6	-15	-4	4	4	-15	-9	2.8	-2
CN(C(=O)c1cccc(NC(=O)Cc2ccc(NC(=O)C3CCN(C(=O)c4ccccc4)CC3)cc2)c1)C1CCCCC1	0	0	1	0	-6	0	-11	0.0	28
CCC(c1nnc(SCC(=O)Nc2ccc(C(=O)N(C)C)cc2)n1Cc1ccccc1)N(C)C (stereo unspecified)	-1	-4	11	0	-2	4	1	-0.2	-12

The final 6 entries of the part before come first, to join the parts.
SMILES	M5 PAM	CHRM5 agonist	M5 antag	M4 ag	CHRM4 antagonist	CHRM4 PAM	CHO-K1 Ca antag	M1 ag parental	M1 PAM parental
CCN1c2ccccc2N(C)C1(C)c1ccccc1 (stereo unspecified)	-3	-4	4	1	9	1	5	0.9	8
CCOC(=O)C1=C(N)Oc2cc(C)n(CCc3ccc(OC)c(OC)c3)c(=O)c2C1c1cccnc1 (stereo unspecified)	-10	0	4	5	-15	12	1	2.8	6
N#CC(c1ccccc1)C(CC(=O)c1ccccc1)c1ccccc1 (stereo unspecified)	-6	-2	1	2	-2	-9	-14	1.1	-4
C=CCc1cc(Cl)ccc1OCCOCCNC(C)CC (stereo unspecified)	-6	-15	-4	4	4	-15	-9	2.8	-2
CN(C(=O)c1cccc(NC(=O)Cc2ccc(NC(=O)C3CCN(C(=O)c4ccccc4)CC3)cc2)c1)C1CCCCC1	0	0	1	0	-6	0	-11	0.0	28
CCC(c1nnc(SCC(=O)Nc2ccc(C(=O)N(C)C)cc2)n1Cc1ccccc1)N(C)C (stereo unspecified)	-1	-4	11	0	-2	4	1	-0.2	-12
CC(C)OC(=O)c1c(NS(=O)(=O)c2ccccc2)sc2c1CCCC2	3	-1	4	2	4	5	13	-0.5	7
COc1ccc(-c2nn(Cc3ccccc3)cc2C(=O)N2CCN(c3ncccn3)CC2)cc1OC	6	2	2	3	-8	4	-4	0.4	-13
CC(=O)c1ccc(Nc2nc(C(N)COCc3ccccc3)cs2)cc1 (stereo unspecified)	-2	0	5	6	-12	0	-9	4.2	15
Cc1ccc(S(=O)(=O)NC(CC(=O)n2nc(C)cc2C)c2ccccc2)cc1 (stereo unspecified)	9	-6	-3	0	2	16	-16	-0.7	15
O=C(Nc1ccccc1N1CCCCC1)C1=COCCO1	-2	-9	3	-1	2	1	11	-1.1	6
Cc1ccc(C(=O)NC(=S)Nc2cc(C(F)(F)F)ccc2Cl)cc1	-4	-3	-2	0	3	8	10	1.9	9
O=C(O)c1cccc(N/N=C/c2cccc3ccccc23)c1	4	-2	-6	1	-13	5	3	0.0	-8
Cc1cccn2c(=O)c(C=O)c(N3CCN(c4ccc(F)cc4)CC3)nc12	1	0	-8	2	-4	5	-9	0.8	21
COc1ccc(S(=O)(=O)N2CCOCC2)cc1NC(=O)C1CCN(S(=O)(=O)c2ccc(Cl)cc2)CC1	-10	4	8	1	-5	2	2	-0.2	-4
CC(=O)c1ccc(OCc2cccc(C(F)(F)F)c2)cc1O	-8	-5	6	0	-14	-4	7	-0.2	7
CC(NC(=O)CN(C)Cc1cccc(Cl)c1)c1ccccc1 (stereo unspecified)	8	-4	1	-1	-7	-1	-19	-1.0	10
CCOC(=O)c1c(C)[nH]c(C(=O)COC(=O)c2cc(C)oc2C)c1C	3	1	-4	2	5	2	-11	0.3	14
O=Cc1ccccc1OCc1ccc2c(c1)OCO2	0	-15	9	-1	14	-12	17	-0.6	-18
CN1CCN(S(=O)(=O)c2ccc3[nH]cc(C(=O)O)c(=O)c3c2)CC1	0	2	2	0	4	-2	-10	0.4	0
CC(C)CC1OC(C)Cc2[nH][nH]c(=O)c21 (stereo unspecified)	-2	2	2	1	-1	2	-13	1.8	20
CCOC(=O)C1CCN(C(=O)COc2ccc(N(C)S(=O)(=O)c3ccc(OCC)cc3)cc2)CC1	7	-1	-4	1	-1	2	-11	1.0	21
COc1ccc(CCN(C)CC(O)c2ccccc2)cc1OC (stereo unspecified)	6	-2	2	0	-1	1	1	0.2	-1
CCOC(=O)C1CCCN(C(=O)c2ccccc2Oc2ccccc2)C1 (stereo unspecified)	-1	5	5	0	7	-5	3	0.1	3
OC(COc1ccccc1)CN(Cc1ccccc1)CC(O)COc1ccccc1 (stereo unspecified)	-8	3	5	4	7	-11	-3	-0.6	-15
CN(CC(=O)Nc1sccc1C(N)=O)S(=O)(=O)c1ccc(Cl)cc1	-2	5	-2	5	-6	7	-22	3.3	17
CNC(=O)C1(c2ccccc2)CCCCC1	-3	0	0	1	5	-2	-10	0.8	13
O=C(Nc1ccc(F)cc1)c1ccc(NC(=O)C2CCCO2)cc1 (stereo unspecified)	-2	-1	12	1	0	-1	-4	2.2	-3
CCCCN(C(=O)c1ccc(S(=O)(=O)N2CCCC2)cc1)C1CCS(=O)(=O)C1 (stereo unspecified)	7	-5	-3	0	-7	-4	-2	0.2	-12
CC(C)N1CC(C(=O)Nc2cc(Cl)cc(Cl)c2)CC1=O (stereo unspecified)	0	0	6	2	3	0	3	0.7	7
COc1cc(C)c(CN2CCC(Cc3ccccc3)CC2)cc1C	-4	-14	11	3	5	-13	8	-0.2	-14

The list continues.
SMILES	M5 PAM	CHRM5 agonist	M5 antag	M4 ag	CHRM4 antagonist	CHRM4 PAM	CHO-K1 Ca antag	M1 ag parental	M1 PAM parental
COc1ccc(C(=O)N2CCCC(c3nc(-c4cc(OC)c(OC)c(OC)c4)no3)C2)cc1 (stereo unspecified)	-7	2	4	2	12	-4	-7	1.3	10
O=C(NCC1CCCO1)c1nc2c(nnn2Cc2ccccc2Cl)c(=O)[nH]1 (stereo unspecified)	-9	1	11	0	12	-2	-7	-0.5	3
CCOc1cc(N2CCOCC2)c(OCC)cc1NC(=O)Cn1[nH]c(=O)c2ccccc2c1=O	-2	0	-1	1	-12	15	-15	0.4	16
Cc1ccc(S(=O)(=O)N2CCCC2C(=O)NCc2ccc3c(c2)OCO3)cc1 (stereo unspecified)	4	2	9	2	-7	1	-8	0.3	12
CCOc1ccccc1C(=O)NC(CO)C(=O)O (stereo unspecified)	-3	-1	7	1	-4	7	1	-0.2	-6
O=[N+]([O-])c1cc(C(F)(F)F)ccc1Sc1nccn1Cc1ccccc1	-4	-10	-9	-2	0	-7	8	-0.1	-6
COc1ccc(NC(=O)c2cccc(NC(=O)C(C)C)c2)c([N+](=O)[O-])c1	-16	6	0	14	-19	-9	-4	8.8	-4
O=[N+]([O-])c1ccc(N2CCCC2)cc1NC1CC1	1	-7	-3	-2	5	4	-3	14	25
Cc1ccc(S(=O)(=O)N2CCOCC2)cc1NC(=O)COC(=O)CNC(=O)c1ccc(Oc2ccccc2)cc1	-9	-1	7	7	0	-6	25*	2.4	-12
O=C(Cc1ccc(Cl)c(Cl)c1)Nc1ccc2[nH]c(=O)[nH]c2c1	9	0	2	1	-3	-19	0	0.1	2
CCOc1ncccc1C(=O)OCC(=O)Nc1cccc(S(=O)(=O)N2CCCCCC2)c1	-33	4	20	21	5	-7	16	11	-16
Fc1cc(Cl)ccc1NC(=S)NCCN1CCOCC1	3	2	13	1	-7	13	-4	0.5	6
N#Cc1c2c(c(NCCN3CCOCC3)n3c1nc1ccccc13)CCCC2	-6	-8	-2	2	5	-7	9	0.4	1
Cc1ccc(S(=O)(=O)N(C(=N)N)c2nc(N(C)C)nc(N(C)C)n2)cc1	1	-2	-4	2	-7	9	-5	-0.2	-10
CCN1CC(=O)Nc2cc(S(=O)(=O)N3CCOCC3)ccc21	-1	-1	9	0	-5	-7	-11	0.0	8
Cc1cc(NC(=O)C(=O)NCCN2CCN(S(C)(=O)=O)CC2)ccc1Br	-9	3	-4	5	-1	-7	8	5.0	-2
CCN1CCN(C(=O)C(=O)c2cn(CC(=O)N3CCCCCC3)c3ccccc23)CC1	-4	-2	7	2	2	-2	-5	-0.1	-3

Screens from PubChem.
